From PubChem
RT RNaseH block – blocks HIV-1 RNase H cleavage of RNA/DNA duplex. AID 565. 1.9% of 65,000 active. P04585. inhibition, % at 10 µM. RT-RNase H RNA/DNA duplex cleavage, fluorescence; in the data active = inhibition above about 50%
RmlCD inh mix – mixture blocks RmlC and RmlD coupled enzyme activity | RmlC/RmlD coupled enzyme inhibition, 384-well mixture HTS | inhibition, % at 5.5 µM | 0.39% of 110,000 active | AID 1532; in the data active = inhibition above about 30%, passing the limit was not always enough; note: strong numbers were not always called active
Starred values were filed as active, the others as inactive; . = no result given. Not all compounds are listed; rates above refer to the full screens.

SMILES	RT RNaseH block	RmlCD inh mix
CCOC(=O)c1ccc(N2C(=O)CC(N3CCC(O)(c4ccc(Cl)cc4)CC3)C2=O)cc1 (stereo unspecified)	10	9
CCCCC(=O)Nc1cc(NC(=O)CCCC)cc(C(=O)O)c1	4	-5
COC(=O)C(O)(c1ccc(N(C)S(=O)(=O)c2ccccc2)cc1)C(F)(F)F (stereo unspecified)	-17	17
CCn1c(SCC(=O)N2CCC(C(N)=O)(N3CCCCC3)CC2)nc2ccccc2c1=O	-21	.
COCCNc1cc(C)nc2ccccc12	-10	-2
CCOC(=O)Cc1cc(=O)n2[nH]c(C)c(C#N)c2n1	.	9
CCc1nnc(NC(=O)CSc2nnc3scc(-c4ccc(C)cc4)n23)s1	2	20
COC(=O)[C@@H]1C[C@@]2(O)[C@@H](O)[C@@H](O)[C@@H](O)C[C@H]2N1C/C=C/c1ccccc1	.	-11
COc1ccc(CNC(=O)c2csnn2)cc1	-8	0
CSc1ncccc1C(=O)OCn1nnc2ccccc2c1=O	-33	-10
Cn1c(Cl)c(/C=N/OC(=O)c2ccccc2Cl)c2ccccc21	.	11
Cn1c(CNc2nc3ccccc3n2CCN2CCCCC2)nc2ccccc21	3	5
O=C(NCc1ccncc1)c1cnccn1	-4	-7
COc1cc2c(cc1OC)C(C)=NCC2	.	12
CCOC(=O)C(Sc1n[nH]c(N)n1)c1ccccc1 (stereo unspecified)	.	-13
CC(=O)NC1C(=O)Nc2c1cccc2C(F)(F)F (stereo unspecified)	-5	12
CCCn1c(N)[n+](CC(=O)c2ccco2)c2ccccc21	.	6
O=c1c2cc(N3CCOCC3)ccc2[nH]c(=S)n1CCCN1CCCCC1	-5	4
Cc1cc(N)n(-c2ncnc3scc(-c4ccc(Cl)cc4)c23)n1	.	-9
CCNC(=O)NC(=O)C(C)Sc1nnc(COc2ccccc2Cl)o1 (stereo unspecified)	.	-8

4 of these compounds in a different format.
CCc1nnc(NC(=O)CSc2nnc3scc(-c4ccc(C)cc4)n23)s1
  RT RNaseH block: 2; RmlCD inh mix: 20
COC(=O)[C@@H]1C[C@@]2(O)[C@@H](O)[C@@H](O)[C@@H](O)C[C@H]2N1C/C=C/c1ccccc1
  RT RNaseH block: .; RmlCD inh mix: -11
COc1ccc(CNC(=O)c2csnn2)cc1
  RT RNaseH block: -8; RmlCD inh mix: 0
CSc1ncccc1C(=O)OCn1nnc2ccccc2c1=O
  RT RNaseH block: -33; RmlCD inh mix: -10

The list continues:
SMILES	RT RNaseH block	RmlCD inh mix
Cn1nnc(NC(=O)CSc2ccc(Cl)cc2)n1	-13	-2
C#CCNC(=O)C1=C[C@H](c2csc3ccccc23)C[C@H](OCc2ccc(CO)cc2)O1	.	8
O=C(CSc1nnc(Cc2cccs2)n1Cc1ccco1)Nc1cc(Cl)cc(Cl)c1	-14	-15
Cn1cnnc1SCCC(=O)Nc1ccccc1	6	6
CCc1cc(-c2[nH]ncc2-c2ccc3c(c2)OCO3)c(O)cc1O	-19	.
CCOC(=O)CCCCC(=O)c1[nH]c(=O)[nH]c1CSc1nc2ccccc2[nH]1	2	-3
CCc1nc(SCc2cccnc2)[nH]c(=O)c1C	1	5
Cc1oc2nc(SCCCC(=O)NCCO)nc(N)c2c1C	-9	11
Cn1nnnc1SCc1csc(Nc2ccccc2)n1	-8	6
COc1cccc(C(=O)Nc2ccc3c(c2)C(=O)N(CCC(=O)O)C3=O)c1	.	6
CCOc1ccc(N(CC(=O)NCC2CCCO2)S(=O)(=O)c2ccc(Cl)cc2)cc1 (stereo unspecified)	.	-14
Cc1c(C#N)c2ccccc2n1CC(=O)O	-7	.
CCCn1nnc2ccccc2c1=O	.	1
CCOC(=O)c1cc(C#N)c(N)nc1C	-15	11
COc1ccc(C(=O)N/N=C/c2cc3ccccc3[nH]c2=S)cc1	.	-8
O=C(c1ccc(Cl)cc1)N1CCN(c2nc(N3CCCCC3)nc(N3CCCCC3)n2)CC1	1	.
CCN(CC)C(=O)Cn1cnc2c1c(=O)n(C)c(=O)n2C	-6	8
O=c1[nH]c(SCc2ccccc2Cl)nc2c1CCCC2	-63	4
O=c1ccn(-c2cccc(C(F)(F)F)c2)nc1-c1ccn(-c2ccccc2F)n1	.	4
CCC(C)NC(=O)c1ccccc1NC(=O)c1ccc(CSc2ccc(C)cc2)cc1 (stereo unspecified)	.	6
C=C1C2(C(=O)Nc3nccs3)CCC(C2)C1(C)C (stereo unspecified)	5	3
CCOC(=O)c1sc2ncn(C(C)C(=O)OC)c(=O)c2c1C (stereo unspecified)	-6	9
CC1CCCCN1C(=O)CSc1nnc(CSc2ncccn2)n1C (stereo unspecified)	.	-3
Cc1cc2nc(NC3=NCN(CCN4CCOCC4)CN3)nc(C)c2cc1C	-16	.
O=C(c1ccccc1)c1ccc(OCC(O)CN2CCN(S(=O)(=O)N3CCCCC3)CC2)cc1 (stereo unspecified)	.	-9
Cc1ccc(Cn2c(-n3nc(C)cc3C)nc3c2c(=O)[nH]c(=O)n3C)cc1	1	-7
O=C(CNC(=O)c1ccccc1)OC(C(=O)Nc1cc(C(F)(F)F)ccc1Cl)c1ccccc1 (stereo unspecified)	.	5
CCCOc1ccc(N2C(=O)C3ON(c4ccccc4)C(CCC)C3C2=O)cc1 (stereo unspecified)	.	60
CCN1C(=O)CC(C(=O)NC)SC1=Nc1cc(Cl)c(O)c(Cl)c1 (stereo unspecified)	7	-13
CCOc1ccccc1NS(=O)(=O)N(C)C	.	0
Cc1ccn2c(NC3CCCCC3)c(C)nc2c1	1	13
CCN(CC)c1nc(C#N)cc(-c2ccc(OC)cc2)n1	-17	-13
CCCn1c(C)cc(=O)c2cc(NC(=O)c3ccccn3)ccc21	11	-131
C=CCn1c(SCC(=O)Nc2sccc2C#N)nc2sc(C)c(C)c2c1=O	.	8
COc1ccc(-c2c(C#N)c(C)nc3c2C(=O)c2ccccc2-3)cc1	.	5
Cc1cccc(N2CCc3c2nc2ccc(Br)cc2c3N)c1	.	-11
O=C(Nc1cccc2c1C(=O)NC2=O)c1ccc(S(=O)(=O)N2CCCC2)cc1	-12	4
Cc1cc(Nc2ccc3ccccc3c2)n2ncnc2n1	-9	7
CCc1ccccc1NC(=O)CC(O)(C(=O)OC)C(F)(F)F (stereo unspecified)	-8	8
CCOC(=O)Nc1sc2c(c1C(=O)OCC)CCC2	-20	9
O=C(CSc1nnc(-c2ccc(F)cc2)o1)c1ccc2c(c1)OCCO2	59*	-1
N#Cc1nc(Cc2ccccc2)oc1NCCN1CCOCC1	-4	-17
CCCN(CCC)CCNC(=O)C(NS(=O)(=O)c1ccc2c(c1)CCC(=O)N2)c1ccccc1 (stereo unspecified)	5	-4
CCOC(=O)c1ccc(NC(=O)CSc2nnc(Cn3c(=O)sc4ccccc43)n2C)cc1	15	.
COc1ccccc1-c1c(C)nn2c(N3CCN(Cc4ccccc4)CC3)cc(C)nc12	.	10
Cc1ccc(N2C(=O)c3ccccc3C2Nc2ccccc2)nc1 (stereo unspecified)	.	4
O=C(O)CCCC(=O)Nc1ccccc1Br	-4	-6
COCCN1CN=C(Nc2nc(C)c3ccc(C)cc3n2)NC1	0	.
COCC(=O)N(C)C1(c2nnnn2CCOC(=O)Nc2ccc(Cl)cc2)CCCC1	5	-3
COc1ccc(C2(CNC(=O)c3ccc(OC)c([N+](=O)[O-])c3)CCOCC2)cc1OC	.	-2

6 records drawn at random from those above:
SMILES	RT RNaseH block	RmlCD inh mix
N#Cc1nc(Cc2ccccc2)oc1NCCN1CCOCC1	-4	-17
COc1ccc(C2(CNC(=O)c3ccc(OC)c([N+](=O)[O-])c3)CCOCC2)cc1OC	.	-2
COCCN1CN=C(Nc2nc(C)c3ccc(C)cc3n2)NC1	0	.
CCCN(CCC)CCNC(=O)C(NS(=O)(=O)c1ccc2c(c1)CCC(=O)N2)c1ccccc1 (stereo unspecified)	5	-4
COCC(=O)N(C)C1(c2nnnn2CCOC(=O)Nc2ccc(Cl)cc2)CCCC1	5	-3
O=C(O)CCCC(=O)Nc1ccccc1Br	-4	-6

(list continues)
SMILES	RT RNaseH block	RmlCD inh mix
CCOC(=O)Nc1cccc(Cl)c1C	-13	7
CCn1c(SCC(=O)Nc2cc(OC)ccc2OC)nnc1C1CCCCC1	4	-12
CC1CC(C)CN(c2nc3c(c(=O)n(C)c(=O)n3C)n2CCSc2ncccn2)C1 (stereo unspecified)	-9	0
Cn1c(=O)[nH]c(=O)c2c1nc(N1CCCC1)n2CCSc1nc2ccccc2[nH]1	.	6
CCOc1cc(NC(=O)C2CCCO2)c(OCC)cc1NC(=O)C1CC1 (stereo unspecified)	-15	-9
CC1CCN(S(=O)(=O)c2cccc(S(=O)(=O)N3CCOCC3)c2)CC1	.	0
CC(=O)NC(CCS(C)(=O)=O)C(=O)Nc1cc(Cl)ccc1Cl (stereo unspecified)	0	-1
O=c1cc(-c2ccccc2)[nH]c2[nH]n(-c3ccccc3)c(=O)c12	-4	3
COC(=O)c1c(C)n(Cc2ccc3c(c2)OCO3)c2ccc(O)cc12	41	4
O=C(NCc1ccco1)C(c1ccccc1)N(Cc1ccccc1)C(=O)Cn1nnc2ccccc21 (stereo unspecified)	.	1

Profiles, looked up by structure. Screens in order: RT RNaseH block, RmlCD inh mix
CC1CCN(S(=O)(=O)c2cccc(S(=O)(=O)N3CCOCC3)c2)CC1 as listed: ., 0
C#CCNC(=O)C1=C[C@H](c2csc3ccccc23)C[C@H](OCc2ccc(CO)cc2)O1 as listed: ., 8
Cn1nnnc1SCc1csc(Nc2ccccc2)n1 as listed: -8, 6
COc1ccc(-c2c(C#N)c(C)nc3c2C(=O)c2ccccc2-3)cc1 as listed: ., 5

Next part:
SMILES	RT RNaseH block	RmlCD inh mix
CCOc1ccc(C2C(C#N)=C(N)Oc3cc(C)n(CCN4CCOCC4)c(=O)c32)cc1OCC (stereo unspecified)	10	6
CN(C)c1nc2c(c(=O)n(C)c(=O)n2C)n1Cc1ccccc1	-10	6
CCc1nc(SCC(=O)Nc2cc(C)on2)n[nH]1	-26	14
c1cnc2ccc(C(c3nnnn3C3CCCCC3)N3CCCCC3)cc2c1 (stereo unspecified)	.	-8
O=C(c1ccco1)N(Cc1cc2ccccc2[nH]c1=O)CC1CCCO1 (stereo unspecified)	.	-7
CC(N)Cc1c[nH]c2ccc(Cl)cc12 (stereo unspecified)	.	-9
CCCCCC(=O)NC(=S)Nc1ccccc1C(=O)OC	.	9
Cc1cc(=O)n2nc(N3CCCC(C(=O)N4CCN(c5ccccc5)CC4)C3)sc2n1 (stereo unspecified)	8	-14
CC(NC(=O)c1ccccc1Br)c1nnc(SCc2ccc([N+](=O)[O-])cc2)n1C (stereo unspecified)	.	-38
Cn1c(=O)cc(SCC(=O)NCCCN2CCN(c3ccc(F)cc3)CC2)c2ccccc21	-7	11
COCCCNc1nc2ccccc2nc1NS(=O)(=O)c1cccs1	1	5
CCOc1cc(C2NC(=O)NC(C)=C2C(C)=O)cc(Cl)c1OCC(=O)O (stereo unspecified)	.	-6
O=C(/C=C/c1ccccc1Cl)NCc1ccco1	.	3
CCCCOC(=O)Nc1ccc(S(=O)(=O)Nc2cc(C)nc(C)n2)cc1	-2	0
N=c1c(-c2nc3ccccc3[nH]2)cc(C(=O)c2cccs2)nn1-c1ccc(Cl)cc1	.	-16
CC(C)(C)[C@@H]1C=C(C(=O)O)O[C@H](OCCCCO)C1	.	-5
CC12CCC(c3c(CO)nn(-c4ccccc4)c31)C2(C)C (stereo unspecified)	.	6
Cc1nn(-c2nc3ccccc3s2)c(N)c1-c1ccccc1	4	-3
COCCNC(=O)C(c1ccc(F)cc1)N(Cc1ccco1)C(=O)CCC(=O)Nc1nccs1 (stereo unspecified)	-8	-5
COC(=O)CC1COc2ccccc2N1C(=O)c1cccc(Cl)c1 (stereo unspecified)	.	11
CCOC(=O)N1CCC(NC(=O)CSCc2nc(-c3sccc3C)oc2C)CC1	-12	-10
O=C(NCCOC(=O)C1COc2ccccc2O1)C1COc2ccccc2O1 (stereo unspecified)	-38	5
CCOC(=O)c1[nH]c(C)c(/C(O)=C2\C(=O)C(=O)N(CCN(C)C)C2c2ccco2)c1C (stereo unspecified)	-2	-9
O=C(Cn1c(=O)oc2ccccc21)NCc1ccco1	-20	6
CNC(=O)C1(C)C=CC2(CCCCC2)N1C(=O)OC (stereo unspecified)	.	13
COc1cc(NC(=O)CS(=O)(=O)c2ccccc2)cc(OC)c1OC	-13	-3
O=C(COc1cccc(-n2cnnn2)c1)N1CCOCC1	0	18
CCOc1ccc(/C=C/C(=O)Nc2ccc(OC)cc2[N+](=O)[O-])cc1	.	-8
N#Cc1c2n(c3c(=O)n(Cc4ccc(Cl)cc4)cnc13)CCCC2	-52	-14
Cc1cc(NC(=O)CCn2c(=O)sc3ccccc32)no1	-5	8
C=CCOC(=O)C1=C(C)NC(SCC(=O)Nc2ccc(C)c(Cl)c2)=C(C#N)C1c1ccco1 (stereo unspecified)	94*	17
Cn1ccc(C(=O)N2CCCc3ccccc32)n1	.	-15
Cc1cc(C)c2[nH]c(=O)c(CN(Cc3ccc4c(c3)OCO4)Cc3nnnn3C3CCCC3)cc2c1	-7	-5
O=C(NCc1ccc2c(c1)OCO2)C1COc2ccccc2O1 (stereo unspecified)	.	-23
COc1cc(OC)cc(C(=O)NC(=S)NCc2ccco2)c1	.	3
Cc1ccc2[nH]c3c(c2c1)CN(C(=O)CN1CCSCC1)CC3	1	2
CC(CC(=O)Nc1cc([N+](=O)[O-])ccc1Cl)c1ccccc1 (stereo unspecified)	.	9
COc1ccc(S(=O)(=O)N2CCC(C(=O)N3CCCCCC3)CC2)cc1	1	8
O=C(COc1ccccc1Br)c1ccc(O)cc1O	2	-14
CC1(C)CC(=O)C(C=NCC2CCCO2)=C(O)C1 (stereo unspecified)	-4	-16
CCCNc1ncccc1C(N)=O	-4	-11
C=C1CC2C=C(NC(C)=O)CC(C1)C2 (stereo unspecified)	0	-9
O=C(O)c1ccccc1C(=O)NCc1ccc(F)cc1	-5	-8
